TcdB GH inh = TcdB glycohydrolase inhibition; P18177; TcdB glycohydrolase enzymatic assay, plate reader; inhibition, % at 9.99 µM; 350,000 tested, 0.24% active; in the data active = inhibition above about 10%
Target sequence (P18177 whole entry, looked up): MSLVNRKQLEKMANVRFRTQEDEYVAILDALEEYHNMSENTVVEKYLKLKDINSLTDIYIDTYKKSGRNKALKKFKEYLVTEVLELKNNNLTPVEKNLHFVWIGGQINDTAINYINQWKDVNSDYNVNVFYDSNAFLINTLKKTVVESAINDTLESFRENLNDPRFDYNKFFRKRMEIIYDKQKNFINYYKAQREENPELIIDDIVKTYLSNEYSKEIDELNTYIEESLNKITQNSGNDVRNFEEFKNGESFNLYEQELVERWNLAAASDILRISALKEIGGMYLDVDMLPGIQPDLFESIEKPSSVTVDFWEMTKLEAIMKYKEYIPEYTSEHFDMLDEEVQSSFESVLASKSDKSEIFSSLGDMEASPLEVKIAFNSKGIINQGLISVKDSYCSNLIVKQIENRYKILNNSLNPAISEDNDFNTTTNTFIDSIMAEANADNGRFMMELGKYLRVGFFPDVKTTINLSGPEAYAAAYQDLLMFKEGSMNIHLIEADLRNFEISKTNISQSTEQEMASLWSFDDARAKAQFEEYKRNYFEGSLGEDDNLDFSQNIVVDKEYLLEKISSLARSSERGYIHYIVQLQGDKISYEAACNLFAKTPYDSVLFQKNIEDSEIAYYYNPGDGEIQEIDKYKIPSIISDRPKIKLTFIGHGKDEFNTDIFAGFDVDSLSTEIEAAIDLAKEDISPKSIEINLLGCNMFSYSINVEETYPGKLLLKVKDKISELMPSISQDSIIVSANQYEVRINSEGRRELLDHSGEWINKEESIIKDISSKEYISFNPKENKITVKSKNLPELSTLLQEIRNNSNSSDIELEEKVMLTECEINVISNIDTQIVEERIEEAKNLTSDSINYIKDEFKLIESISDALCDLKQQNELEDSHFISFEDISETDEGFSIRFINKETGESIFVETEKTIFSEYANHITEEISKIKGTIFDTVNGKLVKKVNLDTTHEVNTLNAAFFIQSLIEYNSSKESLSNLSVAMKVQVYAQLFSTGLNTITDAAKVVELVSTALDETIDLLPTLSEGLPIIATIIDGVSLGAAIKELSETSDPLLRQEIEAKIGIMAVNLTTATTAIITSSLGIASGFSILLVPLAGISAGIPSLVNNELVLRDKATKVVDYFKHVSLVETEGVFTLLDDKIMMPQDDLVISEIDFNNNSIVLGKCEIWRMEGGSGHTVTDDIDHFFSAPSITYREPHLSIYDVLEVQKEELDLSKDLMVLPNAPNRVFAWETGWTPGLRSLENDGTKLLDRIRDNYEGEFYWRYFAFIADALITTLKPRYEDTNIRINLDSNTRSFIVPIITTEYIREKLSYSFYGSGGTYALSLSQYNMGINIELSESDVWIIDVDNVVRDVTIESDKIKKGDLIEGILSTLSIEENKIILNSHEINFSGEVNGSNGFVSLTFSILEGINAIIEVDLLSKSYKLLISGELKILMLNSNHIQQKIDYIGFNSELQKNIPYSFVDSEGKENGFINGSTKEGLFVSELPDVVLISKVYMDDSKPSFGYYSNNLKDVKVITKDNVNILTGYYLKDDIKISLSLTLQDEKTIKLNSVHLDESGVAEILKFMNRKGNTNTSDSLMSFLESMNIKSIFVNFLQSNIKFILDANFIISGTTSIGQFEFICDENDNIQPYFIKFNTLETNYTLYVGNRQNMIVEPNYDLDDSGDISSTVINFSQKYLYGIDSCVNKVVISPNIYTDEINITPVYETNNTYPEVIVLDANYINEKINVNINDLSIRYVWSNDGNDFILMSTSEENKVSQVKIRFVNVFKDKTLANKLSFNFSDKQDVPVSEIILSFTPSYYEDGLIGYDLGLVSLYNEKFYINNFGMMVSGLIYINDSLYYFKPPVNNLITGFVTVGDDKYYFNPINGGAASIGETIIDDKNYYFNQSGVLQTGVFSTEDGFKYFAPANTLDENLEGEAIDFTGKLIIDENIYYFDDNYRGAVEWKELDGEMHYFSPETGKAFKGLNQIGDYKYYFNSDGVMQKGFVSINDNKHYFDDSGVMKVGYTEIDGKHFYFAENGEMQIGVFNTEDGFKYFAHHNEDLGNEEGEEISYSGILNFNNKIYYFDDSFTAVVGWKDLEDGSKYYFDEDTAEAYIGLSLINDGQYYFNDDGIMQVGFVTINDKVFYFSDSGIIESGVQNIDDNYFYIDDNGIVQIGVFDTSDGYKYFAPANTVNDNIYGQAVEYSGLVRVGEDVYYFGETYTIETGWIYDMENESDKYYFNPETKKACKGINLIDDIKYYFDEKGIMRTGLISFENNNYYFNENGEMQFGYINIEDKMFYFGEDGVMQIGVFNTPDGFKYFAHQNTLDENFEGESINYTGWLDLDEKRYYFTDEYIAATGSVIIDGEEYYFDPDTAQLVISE
* = called active by the depositor.

SMILES	TcdB GH inh
COc1ccccc1CNC(=O)C[C@H]1CC[C@H]2[C@@H](COc3ccc(NC(=O)c4ccno4)cc3C(=O)N2C)O1	-0.7
COCC(=O)Nc1ccc2c(c1)C(=O)N(C)C[C@H](OC)[C@H](C)CN(C(=O)Cc1ccccn1)[C@H](C)CO2	1.0
COc1ccc(S(=O)(=O)Nc2cccc3c2O[C@H](CN(C)C(=O)Nc2ccccc2)[C@H](C)CN([C@@H](C)CO)C3=O)cc1	0.6
O=C(C[C@H]1C[C@H]2c3cc(NC(=O)Nc4ccccc4F)ccc3O[C@H]2[C@H](CO)O1)NC1CCCCC1	-0.8
COCC(=O)Nc1ccc2c(c1)[C@@H]1C[C@H](CC(=O)NCc3ccc(OC)cc3)O[C@H](CO)[C@@H]1O2	-0.8
Cc1noc(C)c1S(=O)(=O)N(C)C[C@H]1OCCCC[C@H](C)Oc2ccc(NC(=O)c3ccccc3)cc2C(=O)N([C@H](C)CO)C[C@@H]1C	-0.1
C[C@H](CO)N1C[C@H](C)[C@@H](CN(C)C(=O)Nc2ccc(F)cc2)Oc2ncc(C3=CCCC3)cc2C1=O	-0.3
C[C@H]1CN([C@@H](C)CO)C(=O)Cc2cc(NS(=O)(=O)c3cn(C)cn3)ccc2O[C@H]1CN(C)Cc1ccc(C(=O)Nc2ccccc2N)cc1	-2.1
COc1ccccc1-c1cnc2c(c1)C(=O)N([C@@H](C)CO)C[C@@H](C)[C@@H](CN(C)CC1CC1)O2	0.4
C[C@H]1CN([C@@H](C)CO)C(=O)c2cc(-c3cccc(C#N)c3)cnc2O[C@@H]1CN(C)C(=O)C1CC1	0.3
CCCC(=O)N1CCC2(CC1)CN(C(=O)C1CCCC1)[C@@H](CO)c1[nH]c3cc(OC)ccc3c12	0.7
CCCN(C)C[C@H]1OCCCC[C@@H](C)Oc2ccc(NC(=O)c3ccccc3)cc2C(=O)N([C@H](C)CO)C[C@H]1C	-8.2
CCCNC(=O)N1[C@H](CO)[C@@H](c2ccccc2-c2ccccc2)[C@@H]1C#N	0.4
C[C@H](CO)N1C[C@H](C)[C@H](CN(C)C(=O)C2CCCCC2)Oc2cc(-c3ccc(F)cc3)ccc2S1(=O)=O	0.4
CCCNC(=O)C[C@H]1C[C@@H]2c3cc(NS(C)(=O)=O)ccc3O[C@@H]2[C@H](CO)O1	-0.8
C[C@H](CO)N1C[C@H](C)[C@@H](CN(C)Cc2ccc(F)cc2)Oc2ncc(-c3ccncc3)cc2C1=O	-0.1
CCNC(=O)C[C@@H]1CC[C@@H]2[C@H](COc3ccc(NC(=O)Nc4ccc(C)cc4)cc3C(=O)N2C)O1	2.1
CCCN(C)C[C@H]1Oc2ncc(C#Cc3ccc(OC)cc3)cc2C(=O)N([C@@H](C)CO)C[C@H]1C	0.7
O=C(Nc1ccc2c(c1)OCO2)N[C@@H]1CC[C@@H](CCNC(=O)C2CCCC2)O[C@@H]1CO	-1.1
CC=Cc1ccc2n(c1=O)C[C@H]1[C@H](CO)[C@@H](C(=O)NCc3ccccc3)N(CC)[C@@H]21 (mixture of isomers)	-0.1

In the list so far, 2 contain a cyano group:
SMILES	TcdB GH inh
C[C@H]1CN([C@@H](C)CO)C(=O)c2cc(-c3cccc(C#N)c3)cnc2O[C@@H]1CN(C)C(=O)C1CC1	0.3
CCCNC(=O)N1[C@H](CO)[C@@H](c2ccccc2-c2ccccc2)[C@@H]1C#N	0.4

Carrying on:
SMILES	TcdB GH inh
CCS(=O)(=O)Nc1ccc2c(c1)C(=O)N(C)C[C@@H](OC)[C@H](C)CN(Cc1nccs1)[C@H](C)CO2	0.2
CO[C@H]1CN(C)C(=O)c2ccc(NC(=O)c3ccno3)cc2OC[C@@H](C)N(S(C)(=O)=O)C[C@@H]1C	-2.1
C[C@H]1CN([C@@H](C)CO)C(=O)Cc2cc(NC(=O)Nc3cccc4ccccc34)ccc2O[C@@H]1CN(C)S(=O)(=O)c1ccc(Cl)cc1	0.7
C[C@@H]1CN([C@H](C)CO)C(=O)c2cc(NC(=O)Nc3ccccc3)ccc2O[C@@H](C)CCCCO[C@@H]1CN(C)Cc1ccc(Cl)c(Cl)c1	-1.9
CCC(=O)N1CCCCN2[C@@H](CO)[C@@H](c3ccc(-c4cccnc4)cc3)[C@@H]2C1	-0.4
C[C@@H]1CN([C@H](C)CO)C(=O)c2cc(NC(=O)C3CCCCC3)ccc2O[C@@H](C)CCCCO[C@H]1CN(C)S(=O)(=O)c1cn(C)cn1	0.7
C[C@H](CO)N1C[C@H](C)[C@@H](CN(C)S(=O)(=O)c2cccs2)OCc2ccccc2-c2c(n(C)c3ccccc23)C1=O	0.5
C[C@@H]1CCCCO[C@@H](CN(C)Cc2ccc(C(=O)O)cc2)[C@@H](C)CN([C@H](C)CO)C(=O)c2cc(NS(=O)(=O)c3ccc(F)cc3)ccc2O1	0.7
C[C@@H]1CCCCO[C@@H](CN(C)Cc2ccc(C(=O)Nc3ccccc3N)cc2)[C@@H](C)CN([C@H](C)CO)C(=O)c2cc(NC(=O)CCC(F)(F)F)ccc2O1	0.6
CN1[C@@H](CO)[C@@H]2c3ccccc3N(C(=O)Nc3cc(F)ccc3F)C[C@@H]21	-0.1
C[C@H]1CN([C@@H](C)CO)C(=O)c2cc(NS(C)(=O)=O)ccc2O[C@@H]1CN(C)C(=O)Nc1ccc(C(F)(F)F)cc1	2.1
C[C@@H]1CN([C@H](C)CO)C(=O)c2cc(C#CC3CCCCC3)cnc2O[C@@H]1CN(C)C(=O)Cc1ccccn1	-0.4
C[C@@H]1CN([C@@H](C)CO)S(=O)(=O)c2ccc(C#CC3CCCC3)cc2O[C@@H]1CN(C)S(C)(=O)=O	0.5
CO[C@H]1CC[C@@H]2CCN(C)C(=O)[C@H](C)N(C)C(=O)c3cc(C#N)ccc3OC[C@@H]1O2	-0.2
COc1ccc(CN2C[C@H](O)COC[C@@H]3O[C@@H](CC(=O)N4CCc5ccccc5C4)CC[C@H]32)cc1	-0.6
C[C@H](NC(=O)C[C@@H]1CC[C@@H](NC(=O)C2CC2)[C@H](CO)O1)c1ccccc1	-0.2
Cc1noc(C)c1NC(=O)N(C)C[C@@H]1OCCCC[C@@H](C)Oc2ccc(NS(=O)(=O)c3c(C)noc3C)cc2C(=O)N([C@H](C)CO)C[C@H]1C	0.1
CO[C@@H]1CN(C)C(=O)c2cc(NC(=O)NC3CCCCC3)ccc2OC[C@@H](C)N(C(C)=O)C[C@H]1C	0.4
CCNC(=O)c1cc2c(c(-c3cccc(Br)c3)n1)[C@H](CCO)NC2	0.9
CC=Cc1ccc2n(c1=O)C[C@@H]1[C@@H](CO)[C@H](C(=O)NCCCN(C)C)[C@H]2N1Cc1nccs1 (mixture of isomers)	-0.4

Quoted at random: five records from the list.
SMILES	TcdB GH inh
C[C@H](CO)N1C[C@H](C)[C@@H](CN(C)S(=O)(=O)c2cccs2)OCc2ccccc2-c2c(n(C)c3ccccc23)C1=O	0.5
COc1ccc(CN2C[C@H](O)COC[C@@H]3O[C@@H](CC(=O)N4CCc5ccccc5C4)CC[C@H]32)cc1	-0.6
C[C@@H]1CN([C@@H](C)CO)S(=O)(=O)c2ccc(C#CC3CCCC3)cc2O[C@@H]1CN(C)S(C)(=O)=O	0.5
C[C@@H]1CCCCO[C@@H](CN(C)Cc2ccc(C(=O)O)cc2)[C@@H](C)CN([C@H](C)CO)C(=O)c2cc(NS(=O)(=O)c3ccc(F)cc3)ccc2O1	0.7
CO[C@H]1CN(C)C(=O)c2ccc(NC(=O)c3ccno3)cc2OC[C@@H](C)N(S(C)(=O)=O)C[C@@H]1C	-2.1

Next results.
SMILES	TcdB GH inh
O=C(NCC1CCCCC1)[C@@H]1[C@@H](CO)[C@@H]2Cn3c(ccc(C4=CCCCC4)c3=O)[C@H]1N2	-0.8
Cc1ccccc1-c1ccccc1[C@H]1[C@@H](C#N)N(C(=O)c2ccccc2)[C@H]1CO	0.2
N#C[C@@H]1[C@@H](c2ccccc2-c2ccccc2)[C@H](CO)N1C(=O)Cc1cccnc1	1.1
C[C@@H]1CN([C@@H](C)CO)C(=O)c2cc(/C=C/c3ccccc3)cnc2O[C@@H]1CN(C)C(=O)c1ccncc1	1.6
COc1ccc(S(=O)(=O)N(C)C[C@@H]2OCCCC[C@@H](C)Oc3ccc(NC(=O)CCC(F)(F)F)cc3C(=O)N([C@H](C)CO)C[C@@H]2C)cc1	1.1
COc1ccc2c3c([nH]c2c1)[C@@H](CO)NCC31CCN(C(=O)C2CCCC2)CC1	0.0
COCC#Cc1cnc2c(c1)C(=O)N([C@H](C)CO)C[C@@H](C)[C@H](CN(C)S(C)(=O)=O)O2	0.9
COc1ccc(S(=O)(=O)N(C)C[C@@H]2Oc3ccc(NC(=O)Cc4ccccc4)cc3CC(=O)N([C@@H](C)CO)C[C@@H]2C)cc1	0.5
C[C@@H]1CN([C@@H](C)CO)C(=O)c2cc(NC(=O)CCC(F)(F)F)ccc2O[C@H]1CN(C)CC1CC1	0.5
C[C@H](CO)N1C[C@H](C)[C@H](CN(C)S(=O)(=O)c2cn(C)cn2)Oc2ccc(NC(=O)C3CCCCC3)cc2C1=O	0.8
C[C@H]1CN([C@@H](C)CO)C(=O)c2cc(NC(=O)CCN3CCOCC3)ccc2O[C@@H]1CN(C)Cc1ccccc1	0.0
O=C(Nc1cc(F)ccc1F)N[C@@H]1CC[C@@H](CCn2cc(C3CC3)nn2)O[C@H]1CO	-0.7
CCCC#Cc1cnc2c(c1)C(=O)N([C@@H](C)CO)C[C@@H](C)[C@H](CN(C)Cc1ccc3c(c1)OCO3)O2	0.4
CCC(=O)Nc1ccc2c(c1)OC[C@@H](C)N(Cc1nccs1)C[C@H](C)[C@H](OC)CN(C)C2=O	-0.3
O=C(NCC[C@@H]1CC[C@H](NS(=O)(=O)c2cccc(F)c2)[C@@H](CO)O1)C1CCCC1	0.7
C[C@@H]1CN([C@H](C)CO)C(=O)c2cc(NC(=O)NC3CCCCC3)ccc2O[C@@H]1CN(C)C(=O)Nc1ccc2c(c1)OCO2	0.6
O=C(C[C@H]1C[C@@H]2c3cc(NS(=O)(=O)c4ccc(F)cc4)ccc3O[C@@H]2[C@@H](CO)O1)NCCc1ccccc1	0.0
CC(=O)N1CCCCN2[C@H](CO)[C@@H](c3ccc(Br)cc3)[C@H]2C1	0.5
O=C1CN(S(=O)(=O)Cc2ccccc2)C[C@@H]2[C@H](c3ccc(C#CC4CC4)cc3)[C@@H](CO)N12	-1.4
CC(=O)Nc1ccc2c(c1)C(=O)N(C)[C@@H]1CC[C@@H](CC(=O)Nc3cn(C)nc3C)O[C@H]1CO2	0.7
CN(C)C(=O)c1cccc(-c2ccc([C@@H]3[C@@H](CO)N4C(=O)CN(C(=O)C5CCCC5)C[C@@H]34)cc2)c1	-0.5
COc1ccc2c3c([nH]c2c1)[C@H](CO)N(C(=O)C1CCOCC1)CC31CN(Cc2nccs2)C1	-1.1
CN1c2ccc(-c3cccc(F)c3)cc2[C@@H]2[C@@H](CCN2C(=O)c2ccccc2F)[C@@H]1CO	-0.2
CCC(=O)Nc1ccc2c(c1)C(=O)N(C)C[C@H](OC)[C@@H](C)CN(C(=O)CC)[C@@H](C)CO2	1.5
COc1ccc(CN(C)C[C@@H]2OCCCC[C@H](C)Oc3ccc(NS(=O)(=O)c4c(C)noc4C)cc3C(=O)N([C@H](C)CO)C[C@H]2C)cc1	0.5
C[C@@H]1CN([C@@H](C)CO)C(=O)c2cc(NS(=O)(=O)c3ccc(F)cc3)ccc2O[C@@H]1CN(C)C(=O)Nc1ccccc1	-0.5
C[C@@H]1CN([C@H](C)CO)C(=O)c2cc(NC(=O)Nc3ccccc3)ccc2O[C@H]1CN(C)Cc1ccc(Oc2ccccc2)cc1	-0.3
C[C@@H]1CN([C@H](C)CO)C(=O)Cc2cc(NC(=O)C3CCCCC3)ccc2O[C@@H]1CN(C)Cc1ccc(C(=O)O)cc1	0.1
CN1CCN(C(=O)C[C@@H]2C[C@@H]3c4cc(NC(=O)C5CCC5)ccc4O[C@@H]3[C@H](CO)O2)CC1	-1.3
CCCN1[C@@H]2c3ccc(-c4ccccc4OC)c(=O)n3C[C@@H]2[C@@H](CO)[C@@H]1C(=O)OC	-0.8
O=C(C[C@@H]1CC[C@H](NC(=O)Nc2ccc3c(c2)OCO3)[C@H](CO)O1)NCc1ccc(F)cc1	-0.2
CCCNC(=O)Nc1ccc2c(c1)C(=O)N(C)C[C@@H](OC)[C@H](C)CN(C(=O)C1CC1)[C@H](C)CO2	-0.7
CO[C@@H]1CN(C)C(=O)c2cc(NC(=O)NC(C)C)ccc2OC[C@H](C)N(Cc2ccccn2)C[C@H]1C	0.2
C[C@@H]1CN([C@H](C)CO)C(=O)c2cccc(NC(=O)C3CCOCC3)c2O[C@H]1CN(C)C(=O)Nc1ccccc1	2.2
COCC(=O)N(C)C[C@H]1Oc2cc(C#Cc3cccnc3)ccc2S(=O)(=O)N([C@@H](C)CO)C[C@@H]1C	0.6
CO[C@@H]1CN(C)C(=O)c2ccc(NS(C)(=O)=O)cc2OC[C@H](C)N(CCC(F)(F)F)C[C@H]1C	0.6
COc1cccc(C(=O)Nc2ccc3c(c2)C(=O)N(C)[C@H]2CC[C@@H](CC(=O)N[C@H](C)c4ccccc4)O[C@H]2CO3)c1	1.4
CCCNC(=O)N1CC(=O)N2[C@H](CO)[C@@H](c3ccc(-c4ccc(C)cc4)cc3)[C@@H]2C1	-0.2
C[C@@H]1CN([C@@H](C)CO)C(=O)c2cc(C#CCc3ccccc3)cnc2O[C@H]1CN(C)C(=O)C1CCOCC1	-0.7
C[C@@H]1CCCCO[C@@H](CN(C)S(=O)(=O)c2cn(C)cn2)[C@@H](C)CN([C@H](C)CO)C(=O)c2cc(NC(=O)Nc3ccc4c(c3)OCO4)ccc2O1	-1.4
COc1ccc(NC(=O)Nc2ccc3c(c2)C(=O)N([C@@H](C)CO)C[C@H](C)[C@H](CN(C)C(=O)NC2CCCCC2)OCCCC[C@@H](C)O3)cc1	-0.6

Assay outcomes: PubChem, Broad Institute

Only part of the results is shown; rates above refer to the full screens.
